# Rpn11 inh – blocks the human proteasome subunit Rpn11 | human 26S proteasome, Ub4-pepOG fluorescence polarization; 20S core pre-blocked with epoxomicin | O00487 | 0.59% of 360,000 active | AID 588493 | calls only at 20 µM;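 active means inhibition at 20 µM, scaled to each plate's controls, above about 33%, limit read from the data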
# SUMO1 PPI mod – SUMO1-SIM interaction modulation. AID 602429. inhibition, % at 20 µM. SUMO1 binding to a labelled peptide, TR-FRET, 1 h. P63165. 0.33% of 360,000 active; in the data active means inhibition above about 37%
# Target sequence (P63165 whole entry, looked up): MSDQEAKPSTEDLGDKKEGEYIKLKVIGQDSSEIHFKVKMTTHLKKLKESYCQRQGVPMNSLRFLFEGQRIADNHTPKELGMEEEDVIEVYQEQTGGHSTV
# DNMT1 inh – inhibitors of human DNMT1. inhibition (reported as % activation of signal), % at 10 µM. DNMT1 molecular beacon, Hinp1I cleavage, fluorescence. AID 588458. 0.83% of 360,000 active; in the data active means inhibition above about 50%
# Scp1 inh – Scp-1 (human) phosphatase inhibition | 0.88% of 340,000 active | Recombinant Scp1, phosphopeptide, malachite green phosphate absorbance | Q9GZU7 | inhibition, % at 20 µM | AID 493091;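 active means inhibition above about 50% at 20 µM, limit read from the data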;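 further: plate controls were DMSO wells with enzyme for no effect and wells lacking enzyme for full effect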
# Target sequence (Q9GZU7 76-261 limits assumed): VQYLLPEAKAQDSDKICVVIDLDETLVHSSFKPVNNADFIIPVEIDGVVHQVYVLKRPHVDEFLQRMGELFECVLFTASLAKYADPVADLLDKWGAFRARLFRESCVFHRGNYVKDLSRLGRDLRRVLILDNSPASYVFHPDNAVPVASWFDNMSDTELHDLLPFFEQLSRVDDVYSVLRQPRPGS
#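 Test system – truncated SCP-1 phosphatase (76-261aa) · Reagent – Phosphorylated 17-residue peptide substrate · Incubation – 45 min room-temperature reaction, 5 min colour, 30 min stabiliser · Detection – colorimetric phosphate reagent with accelerator and stabiliser, absorbance at 630 nm · Measure – % inhibition at 20 µM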
# STEP block – blocks human striatal-enriched tyrosine phosphatase; recombinant STEP, OMFP fluorogenic substrate, fluorescence; inhibition, % at 20 µM; P54829; 0.25% of 360,000 active;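 active means inhibition at 20 µM, scaled per plate between control wells, above about 37%, limit read from the data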;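 further: 0% = DMSO with enzyme and substrate and 100% = substrate only without enzyme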
# Target sequence (P54829 whole entry, looked up): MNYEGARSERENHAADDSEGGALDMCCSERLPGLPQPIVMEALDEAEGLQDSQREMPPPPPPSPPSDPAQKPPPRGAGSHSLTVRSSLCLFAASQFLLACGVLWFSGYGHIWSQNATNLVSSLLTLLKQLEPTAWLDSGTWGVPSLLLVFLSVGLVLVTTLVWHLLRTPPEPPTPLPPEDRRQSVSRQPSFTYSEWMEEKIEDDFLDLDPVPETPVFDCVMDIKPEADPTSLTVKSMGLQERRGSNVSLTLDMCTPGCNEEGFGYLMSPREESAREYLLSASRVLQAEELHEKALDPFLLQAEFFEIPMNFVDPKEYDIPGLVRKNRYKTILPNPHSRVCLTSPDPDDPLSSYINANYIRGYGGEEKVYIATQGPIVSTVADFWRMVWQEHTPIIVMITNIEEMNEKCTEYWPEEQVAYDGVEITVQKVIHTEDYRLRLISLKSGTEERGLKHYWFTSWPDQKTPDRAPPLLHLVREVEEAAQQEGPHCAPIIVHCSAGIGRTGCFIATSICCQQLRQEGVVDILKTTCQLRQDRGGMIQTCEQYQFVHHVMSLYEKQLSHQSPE
#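 Assay system: isolated STEP enzyme. Buffer or medium: pH 6.0 Bis-Tris with DTT and Tween 20. Also added: fluorogenic phosphatase substrate OMFP at 25 µM final. Dosing: 20 µM, 1% DMSO. Timing: 20 min reaction, room temperature, in the dark. Measured by: fluorescence intensity, excitation 480 nm, emission 540 nm. Evaluation: normalized % inhibition.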
# SKN-1 block – C. elegans SKN-1 inhibition. C. elegans VP596 Pgst-4::GFP/RFP ratio, acrylamide-induced, 24 h. inhibition, % at 21.8 µM. 0.49% of 360,000 active. AID 624304;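 active means interference check ratio from 0.5 to 1.5 plus GFP to RFP signal ratio inhibition reaching or exceeding a fixed threshold, cut at about 30% in these data, passing the limit was not always enough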; further: some compounds called inactive have numbers as strong as hits
# MT1-MMP act inh – inhibitors of human MT1-MMP activation; 0.061% of 360,000 active; GFP/RFP ratio change, % at 20 µM; HT1080 RFP-PRO-GFP cells, GFP/RFP ratio fluorescence, overnight; percent of plate control window, DMSO zero; P50281;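 active means GFP/RFP ratio change of at least 30% with cell ATP level not reduced by more than half and red fluorescence within 50% of control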; further: strong numbers were not always called active
#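 Test system: HT1080 cells expressing an RFP-PRO-GFP fluorescent reporter construct / Compound dosing: single-point 20 µM compound, 1% DMSO / Schedule: cells overnight before dosing, compound overnight, 37 °C, 5% CO2 / Evaluation: GFP/RFP fluorescence ratio / Control set: DMSO and RFP-L50D-GFP cell wells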
# NadD inh – blocks S. aureus nicotinate mononucleotide adenylyltransferase. purified NadD enzyme, colorimetric absorbance read-out. 0.78% of 360,000 active. inhibition, % at 20 µM; in the data active means inhibition above about 26%; further: some compounds past the cut are filed as inactive
# NRP1-CendR mod – modulators of CendR peptide binding to human neuropilin-1. AID 602438. 0.85% of 360,000 active. O14786. inhibition, % at 25 µM. FAM-RPARPAR peptide binding to NRP-1, fluorescence polarization;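 active means inhibition or corrected inhibition above about 18%, plus a signal ratio from 0.5 to 1.5, limit read from the data, passing the limit was not always enough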; further: strong numbers were not always called active
# LMPTP block – LMPTP (human) inhibition; inhibition, % at 20 µM; 0.22% of 360,000 active; P24666; recombinant LMPTP-A, OMFP fluorogenic substrate, fluorescence intensity; AID 651560;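 active means compounds that cut the enzyme signal by at least half of the control window in the single-dose screen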;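 further: plate controls were DMSO wells with enzyme plus substrate for no effect and substrate without enzyme for full effect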
# Target sequence (P24666 whole entry, looked up): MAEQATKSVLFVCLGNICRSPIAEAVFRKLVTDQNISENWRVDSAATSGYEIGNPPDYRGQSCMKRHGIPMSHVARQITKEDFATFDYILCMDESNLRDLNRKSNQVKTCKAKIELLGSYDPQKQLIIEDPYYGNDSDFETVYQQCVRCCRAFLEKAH
#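 Test system: LMPTP-A, protein tyrosine phosphatase of low molecular weight; Input: 0.625 nM enzyme; Incubation: 50 min dark incubation at room temperature; Signal: endpoint fluorescence intensity from OMFP dephosphorylation; Read-out basis: % inhibition versus control wells.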
# * marks the source's active call; other numbers are inactive results; i = inactive; / = no result given; + = active, no number.
SMILES,Rpn11 inh,SUMO1 PPI mod,DNMT1 inh,Scp1 inh,STEP block,SKN-1 block,MT1-MMP act inh,NadD inh,NRP1-CendR mod,LMPTP block
Cc1ccc(-n2nnnc2SCC(=O)NCC2(N3CCOCC3)CCCCC2)cc1,i,5.9,-0.2,-4.7,-2.5,5.3,-9.9,-1.8,-4.1,-0.4
O=C(CSc1nnnn1C1CCCC1)Nc1ccccc1F,i,11.4,-1.2,-1.7,-1.5,1.4,-1.2,-6.4,-5.1,-0.6
CC(C)OP(=O)(OC(C)C)C(Nc1ccccc1)c1ccccc1C(F)(F)F (stereo not given),i,-3.2,-16.9,-8.2,-0.1,-3.6,2.0,-3.8,6.0,0.8
O=C(CCn1nnc2ccccc21)N1CCN(c2ccccc2)CC1,i,0.6,2.7,3.3,-0.9,27.4,5.7,-4.6,6.1,-2.1
COc1ccccc1-c1sc2cc3c(cc2c1C#Cc1cncn1C)OCO3,i,-1.5,-25.6,15.2,-3.7,5.1,-1.3,18.3,8.6,7.8
CCCCOC(=O)C(C#N)c1nc2ccccc2nc1N1CCN(Cc2ccc3c(c2)OCO3)CC1 (stereo not given),i,-2.3,-1.3,20.6,1.0,-16.0,-17.6,15.3,-11.7,7.8
Nc1cc(Nc2ccc(Br)cc2)nc(N)n1,i,2.2,4.5,9.7,-0.7,6.8,-0.2,-3.9,4.3,13.0
Cc1ccn2cc(CNS(=O)(=O)c3ccc4ccccc4c3)nc2c1,i,-4.2,-1.2,0.0,-1.4,-20.6,-2.0,-4.3,7.8,-2.1
COc1ccccc1NC(=O)Nc1ccc(N2CCOCC2)cc1,i,2.6,-2.9,-1.4,-1.5,11.5,2.3,2.1,-3.6,1.9
C[C@@H]1CN([C@H](C)CO)C(=O)CCCn2nncc2CO[C@H]1CN(C)Cc1cccnc1,i,-2.0,0.8,/,1.5,-0.3,1.9,3.8,-1.7,-5.1
COc1ccc(C(=O)Nc2ccc3c(c2)nc(CN2CCCC2)n3C)cc1,i,1.9,-14.2,-9.6,3.1,-1.8,8.8,-0.8,-12.5,0.8
CN1CCN(C(=O)c2ccccc2NC(=O)c2ccccc2Br)CC1,i,2.9,0.9,-10.0,3.4,34.5,0.5,-4.8,15.8,-0.1
O=C(CCc1nnc(CCCc2ccccc2)o1)NCCc1ccccc1,i,-2.0,1.4,-3.2,-4.2,-1.6,0.1,3.0,13.2,-0.3
O=C(c1ccc(F)cc1)c1ccc(N2CCCCC2)cc1,i,-4.4,-1.5,-7.0,0.2,-16.5,-0.3,-0.7,-1.0,2.5
CC12CC3(C)CC(C)(C1)CC(C(N)=O)(C2)C3,i,4.5,-2.4,0.9,-1.4,1.7,3.9,-6.2,6.0,-0.8
COc1cccc(-c2csc3nnc(SCC(=O)c4ccc(NC(C)=O)cc4)n23)c1,+,42.6*,-0.4,-2.0,3.4,16.5,1.0,2.8,-31.6,0.4
Cc1ccc(C(=O)N2CCN(c3ccc([N+](=O)[O-])cc3-n3cccc3)CC2)cc1,i,-18.8,-7.5,-14.2,0.3,-9.4,-0.5,5.5,-4.3,2.6
C=CCN1C(=O)CN=C1Nc1cc(C)cc(C)c1,i,-1.4,5.4,5.2,2.9,6.1,-6.3,6.6,-10.3,-0.5
O=C(CCc1nc(-c2ccccn2)no1)NCc1ccc2c(c1)OCO2,i,9.0,-1.4,-6.6,0.5,-7.2,-1.8,-0.3,-9.9,0.4
Cc1cc(C)cc(CC(=O)N2CCC2(C)C(=O)NS(=O)(=O)c2ccc(Cl)s2)c1 (stereo not given),i,17.4,7.1,/,3.3,5.8,-0.5,-4.2,7.5,-1.6
COc1ccc(/C=C2\SC(=S)N(CCCC(=O)NC3CCCC3)C2=O)cc1OC,i,-10.3,0.8,-7.6,-9.4,18.0,-6.2,-10.3,-31.1,-1.5
COc1ccc(C(C(=O)NC(C)(C)C)n2c(-c3ccc(-c4ccccc4)cc3)nc3ccccc32)cc1 (stereo not given),/,-2.0,/,/,/,-3.1,-7.0,/,-19.9,3.1
CCOC(=O)Nc1nc(-c2ccc(F)cc2F)cs1,i,-5.7,-1.3,-6.8,-2.3,56.2*,0.3,-2.3,1.8,-1.0
COc1cc([C@H]2OC[C@H]3[C@@H]2CO[C@@H]3c2ccc(O[C@H]3O[C@H](CO)[C@@H](O)[C@H](O)[C@H]3O)c(OC)c2)ccc1O[C@@H]1O[C@H](CO)[C@@H](O)[C@H](O)[C@H]1O,i,3.7,6.8,6.7,3.0,-5.7,5.2,4.5,12.8,2.5

# An excerpt of the results above:
SMILES,Rpn11 inh,SUMO1 PPI mod,DNMT1 inh,Scp1 inh,STEP block,SKN-1 block,MT1-MMP act inh,NadD inh,NRP1-CendR mod,LMPTP block
CN1CCN(C(=O)c2ccccc2NC(=O)c2ccccc2Br)CC1,i,2.9,0.9,-10.0,3.4,34.5,0.5,-4.8,15.8,-0.1
O=C(CCc1nnc(CCCc2ccccc2)o1)NCCc1ccccc1,i,-2.0,1.4,-3.2,-4.2,-1.6,0.1,3.0,13.2,-0.3
O=C(c1ccc(F)cc1)c1ccc(N2CCCCC2)cc1,i,-4.4,-1.5,-7.0,0.2,-16.5,-0.3,-0.7,-1.0,2.5
CC12CC3(C)CC(C)(C1)CC(C(N)=O)(C2)C3,i,4.5,-2.4,0.9,-1.4,1.7,3.9,-6.2,6.0,-0.8
COc1cccc(-c2csc3nnc(SCC(=O)c4ccc(NC(C)=O)cc4)n23)c1,+,42.6*,-0.4,-2.0,3.4,16.5,1.0,2.8,-31.6,0.4
Cc1ccc(C(=O)N2CCN(c3ccc([N+](=O)[O-])cc3-n3cccc3)CC2)cc1,i,-18.8,-7.5,-14.2,0.3,-9.4,-0.5,5.5,-4.3,2.6
C=CCN1C(=O)CN=C1Nc1cc(C)cc(C)c1,i,-1.4,5.4,5.2,2.9,6.1,-6.3,6.6,-10.3,-0.5
O=C(CCc1nc(-c2ccccn2)no1)NCc1ccc2c(c1)OCO2,i,9.0,-1.4,-6.6,0.5,-7.2,-1.8,-0.3,-9.9,0.4
Cc1cc(C)cc(CC(=O)N2CCC2(C)C(=O)NS(=O)(=O)c2ccc(Cl)s2)c1 (stereo not given),i,17.4,7.1,/,3.3,5.8,-0.5,-4.2,7.5,-1.6
COc1ccc(/C=C2\SC(=S)N(CCCC(=O)NC3CCCC3)C2=O)cc1OC,i,-10.3,0.8,-7.6,-9.4,18.0,-6.2,-10.3,-31.1,-1.5

# The list goes on:
SMILES,Rpn11 inh,SUMO1 PPI mod,DNMT1 inh,Scp1 inh,STEP block,SKN-1 block,MT1-MMP act inh,NadD inh,NRP1-CendR mod,LMPTP block
O=C(COC(=O)c1ccco1)NCC1CCCO1 (stereo not given),i,-0.9,0.9,-1.9,-3.1,-12.1,-0.6,2.4,-1.3,-0.6
c1csc(Cn2c(-c3cccs3)nc3ccccc32)c1,i,-0.9,2.4,-0.1,0.5,4.0,0.7,2.9,-1.6,-0.1
COc1ccc(OCC(=O)N2CCN(C(=O)COc3ccc(Br)cc3)CC2)cc1,i,-0.8,8.7,-6.8,1.0,4.7,-0.2,2.6,-7.0,0.3
Cc1onc(-c2ccccc2)c1C(=O)NC(C)C1CCCO1 (stereo not given),i,-0.8,3.2,-2.2,-3.2,-5.1,-7.8,4.5,-0.1,-0.3
COc1ccc(-c2coc(CCC(=O)N3CCN(c4cc(C)ccc4C)CC3)n2)cc1,i,0.7,-2.1,1.3,0.5,-12.4,3.8,-2.7,-13.2,1.7
Cc1cccc(CCNC(=O)C2CCCN(c3ncnc4c3nc3n4CCCCC3)C2)c1 (stereo not given),i,-2.0,0.3,29.3,0.0,2.6,0.1,-1.5,9.8,0.5
Cc1c(CNC(=O)c2cnn3c2NC(c2ccccc2)CC3C(F)(F)F)cnn1C (stereo not given),i,0.6,1.5,-6.6,-0.8,12.3,0.6,8.4,-0.7,-1.4
O=C(Nc1ccc2oc(-c3ccccc3F)nc2c1)c1ccccc1F,i,6.2,-9.6,-8.6,-1.4,26.1,3.5,-4.4,5.3,1.7
O=C(Nc1ccc2c(c1)C(=O)NC2=O)c1ccccc1,i,-21.0,0.3,-6.0,-0.2,-3.9,1.0,2.2,-9.4,-17.9
CCCn1c(SCC(=O)N2CCCc3ccccc32)nnc1-c1ccco1,i,3.5,2.3,-2.9,-2.3,8.6,-10.0,0.3,9.0,0.4
Cc1cccc(S(=O)(=O)N(C)C[C@H]2OCc3cn(nn3)CCCC(=O)N([C@H](C)CO)C[C@@H]2C)c1,i,1.3,12.1,/,-2.0,-10.5,1.4,-5.8,0.0,-2.9
CCCN(/C=N/c1sc2c(c1C#N)CCCCC2)CCC,i,0.1,-0.5,5.5,0.8,-25.6,-12.0,18.0,-10.0,2.0
CN(C)c1ccc(CNC2C3CC4CC(C3)CC2C4)cc1 (stereo not given),i,-1.0,3.7,-2.5,-0.7,-1.0,2.1,-5.1,12.6,-1.8
CCOc1ccccc1NS(=O)(=O)c1cc2c3c(c1)C(C)C(=O)N3CCC2 (stereo not given),i,1.9,1.7,-0.3,1.6,-6.4,2.0,2.9,9.4,0.1
C=Cc1ncc(OC)c2c1[nH]c1ccccc12,i,-6.1,-11.1,-4.3,0.1,19.4,-12.9,-0.8,-7.0,6.8
O=C(O)C1CCN(S(=O)(=O)c2ccc3[nH]ccc3c2)CC1,i,6.3,-2.4,/,0.7,13.2,2.0,-0.8,-8.4,-0.1
O=C(CN1C(=O)/C(=C/c2cccc(Br)c2)SC1=S)NCCCN1CCOCC1,i,-26.9,-1.5,14.8,0.0,-6.9,-1.3,-3.6,20.0,0.9
COc1cc(NC(=S)NCCCN2CCOCC2)cc(OC)c1,i,0.2,2.8,-7.1,2.2,6.3,-0.5,1.7,-15.3,-5.6
Cc1ccc(C(=O)NCCn2cc(SCC(=O)Nc3cc(C)on3)c3ccccc32)cc1,i,0.1,-27.9,-20.0,-0.1,-4.2,1.9,1.1,-1.6,0.2
